Assay outcomes: PubChem, several laboratories
SMARCA2 activ = SMARCA2 function activation, primary screen. MG213 cells, MMTV-luciferase reporter, dexamethasone, overnight. activation, % at 9.1 µM. 1% of 370,000 active. AID 652017; in the data active = activation above about 7.8%;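 note: 0% = vehicle wells and 100% = reference activator wells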
ssDAF12 agonist = S. stercoralis DAF-12 activation, primary screen; HEK293 ssDAF-12/GRIP1 lit1-tk-luc reporter, luminescence; % of 3 µM dafachronic acid response; activation, % at 6.8 µM; 1% of 370,000 active; AID 652126;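 active = activation above the mean over all tested compounds plus 3 SD, cut at about 0.9% in these data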;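 note: 0% = DMSO-only wells and 100% = 3 µM delta7-dafachronic acid wells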
PLCb3 inh = PLC-beta3 (human) inhibition, primary screen | Q01970 | Purified PLC-beta3, fluorogenic substrate, fluorescence | inhibition, % at 12.2 µM | 0.18% of 370,000 active | AID 720704; in the data active = inhibition above about 11%;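 note: 0% = median of compound wells on plate and 100% = full blocker control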
FXN GAA850 act = frataxin GAA850 promoter activation. HEK293 lucGAA850 FXN promoter luciferase reporter, 24 h; percent of 10 µM SAHA response. activation, % at 6 µM. 0.56% of 360,000 active. AID 540364;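 active = activation above the average of all compounds screened plus 3 SD, cutoff fixed separately per campaign, cut at about 7.5% in these data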;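 note: 0% = DMSO wells and 100% = 10 µM SAHA wells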
DAX1 inh-1 = DAX1 (NR0B1) inhibition, primary screen | HEK293T StAR-luciferase reporter, SF-1/DAX-1 repression relief | inhibition, % at 6.8 µM | 1.1% of 370,000 active | AID 652010;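 active = inhibition above the mean over all tested compounds plus 3 SD, cut at about 3.6% in these data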;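 note: 0% = DAX-1 cells with DMSO and 100% = cells lacking DAX-1 with DMSO; higher inhibition means more luminescence from relief of DAX-1 repression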
DAX1 inh-2 = NR0B1 (DAX1) inhibition; HEK293 Gal4-DAX1 luciferase reporter, luminescence; P51843; 0.99% of 340,000 active; inhibition, % at 6.75 µM; AID 504766;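 active = inhibition above the mean over all tested compounds plus 3 SD, cut at about 4.2% in these data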;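 note: 0% = DAX1-transfected cells with DMSO and 100% = empty-vector control cells with DMSO; inhibition shows as a rise in luminescence from relieved DAX1 repression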
Target sequence (P51843 207-470 limits assumed): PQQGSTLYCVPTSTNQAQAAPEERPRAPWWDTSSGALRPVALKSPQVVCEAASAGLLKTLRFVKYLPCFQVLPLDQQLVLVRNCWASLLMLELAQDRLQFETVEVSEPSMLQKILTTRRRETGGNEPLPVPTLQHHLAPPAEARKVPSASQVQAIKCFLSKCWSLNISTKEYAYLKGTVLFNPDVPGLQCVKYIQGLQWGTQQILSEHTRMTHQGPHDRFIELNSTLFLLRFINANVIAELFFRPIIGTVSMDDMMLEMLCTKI
sPLA2-III inh = Inhibits HGIII-sPLA2 liposome hydrolysis, primary screen | QFRET BODIPY PC-A2 liposome hydrolysis, fluorescence | inhibition, % at 12.2 µM | 0.56% of 370,000 active | AID 743126;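 active = inhibition above mean plus 3 SD of compounds lying within the high and low control bounds, cut at about 19% in these data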;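 note: 0% = median of test compound wells and 100% = no enzyme DMSO wells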
Rev-erbA mod = Rev-erb alpha (human) modulation | activity, % at 10 µM | P20393 | AID 1259318 | 0.79% of 370,000 active | Rev-erbα–FITC-DNA binding, fluorescence polarization, 90 min;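 active = activity above about 14%, limit read from the data; passing the limit was not always enough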;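 note: 0% = DMSO wells with 35 nM protein and 100% = DMSO wells with 750 nM protein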
Target sequence (P20393 whole entry, looked up): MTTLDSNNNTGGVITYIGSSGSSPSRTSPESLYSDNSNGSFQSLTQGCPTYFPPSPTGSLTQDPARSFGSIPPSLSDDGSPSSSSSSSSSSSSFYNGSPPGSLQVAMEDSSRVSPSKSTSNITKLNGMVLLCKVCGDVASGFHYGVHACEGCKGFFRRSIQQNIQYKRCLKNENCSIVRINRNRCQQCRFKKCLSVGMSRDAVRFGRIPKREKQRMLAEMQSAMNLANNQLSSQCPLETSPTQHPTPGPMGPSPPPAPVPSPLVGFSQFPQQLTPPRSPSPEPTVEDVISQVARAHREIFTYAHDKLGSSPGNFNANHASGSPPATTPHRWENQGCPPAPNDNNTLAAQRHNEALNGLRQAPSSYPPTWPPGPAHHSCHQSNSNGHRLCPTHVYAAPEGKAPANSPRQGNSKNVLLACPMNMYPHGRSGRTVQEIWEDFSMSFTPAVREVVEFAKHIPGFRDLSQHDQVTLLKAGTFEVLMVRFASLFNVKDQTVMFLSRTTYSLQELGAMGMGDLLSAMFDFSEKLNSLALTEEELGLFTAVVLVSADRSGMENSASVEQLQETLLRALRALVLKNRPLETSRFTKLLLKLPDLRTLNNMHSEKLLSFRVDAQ
hgDAF-12 ag = agonists of H. glycines DAF-12 nuclear receptor; activation, % at 6.8 µM; AID 687014; HEK293 GAL4-hgDAF12 UAS-luciferase reporter, agonist luminescence; normalized to butyrate control; 1.8% of 370,000 active;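 active = activation above a cutoff set at the mean of all screened compounds plus 3 SD, cut at about 10% in these data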;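 note: 0% = DMSO wells and 100% = sodium butyrate wells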
PG9 Ab binder = binds the HIV-1 gp120 antibody PG9; 0.43% of 360,000 active; inhibition, % at 6.7 µM; AID 624416; TR-FRET gp120-PG9 antibody binding; in the data active = inhibition above about 8.5%
hcDAF12 agonist = activators of H. contortus DAF-12 nuclear receptor; HEK293 hcDAF-12 lit1-tk-luc reporter, luminescence; 0% DMSO, 100% Δ7-dafachronic acid; activation, % at 6.8 µM; 1.4% of 370,000 active; AID 652067;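 active = activation above the mean of all tested compounds plus 3 SD, cut at about 5.5% in these data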;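 note: 100% = response to 3 µM Δ7-dafachronic acid high control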
* marks the source's active call; other numbers are inactive results; . = not tested or not shown. Compounds as they come. Share with any hit: about 7%.

SMILES,FXN GAA850 act,hcDAF12 agonist,DAX1 inh-2,hgDAF-12 ag,DAX1 inh-1,ssDAF12 agonist,SMARCA2 activ,PG9 Ab binder,Rev-erbA mod,PLCb3 inh,sPLA2-III inh
CC1CCCC(C)N1C(=O)COC(=O)Cc1c[nH]c2ccccc12 (stereo not drawn),-1.1,2.8,0.2,1.5,-1.9,-0.1,-2,1.6,-2,-8,-46
Cc1cccc(-n2cnc(C(=O)NNC(=S)Nc3ccc(Cl)cc3)c2)n1,-1.6,-1.1,-0.5,-3.5,-0.2,-1.5,-1,-0.3,6,-3,34*
COc1ccc(C(CC(=O)O)NC(=O)c2ccco2)cc1OC (stereo not drawn),-1.5,-0.2,-1.3,-2.8,-0.3,-1.7,0,-0.9,-1,3,0
O=C(Nc1c(C(=O)Nc2ccc3c(c2)OCCO3)cnn1-c1ccccc1Cl)c1ccco1,-0.1,-1.2,1.1,0.2,-0.8,-1.4,2,0.8,-5,5,-16
COc1cccc(C(=O)Nc2nnc(C(C)C)s2)c1,1.3,6.8*,-0.5,9.8,4.8*,0.2,-1,-0.2,-4,2,4
CC(C)c1ccc(C(=O)N2CCN(c3cnn(C)c(=O)c3Cl)CC2)cc1,0.5,-1.5,0.9,-2.2,-0.5,-2.0,-3,-0.1,-3,-5,0
CCN(CC(=O)Nc1c(F)cccc1F)C(=O)CSC(=S)N1CCCC1,-0.9,-1.1,1.1,-1.6,0.8,-1.0,-5,-2.2,-2,-29,3
COc1cc(C(=O)c2ccccc2Cl)c([N+](=O)[O-])cc1OC,0.8,-1.0,1.5,-1.8,-0.1,-1.2,-3,1.7,1,5,-5
CCCCCCCCCC1(CC(=O)OCC)SCCN1C(N)=O (stereo not drawn),0.6,0.6,-0.6,-0.6,-1.9,-1.6,-3,-1.1,-2,2,-15
Cn1ncc([N+](=O)[O-])c1C(=O)NC1CCCCC1,1.2,0.6,-0.9,-0.9,-1.4,-1.2,-1,-2.4,-3,2,-1
O=C1CCCC(=O)C1CS(=O)(=O)c1ccccc1,4.6,-1.7,-0.1,0.2,-0.1,-0.7,-4,-2.1,6,-2,10
O=C(COc1ccccc1)Nc1ncc2c(n1)CCCC2=O,1.2,-0.9,0.2,-3.3,0.4,-1.2,0,1.0,3,3,8

Next part:
SMILES,FXN GAA850 act,hcDAF12 agonist,DAX1 inh-2,hgDAF-12 ag,DAX1 inh-1,ssDAF12 agonist,SMARCA2 activ,PG9 Ab binder,Rev-erbA mod,PLCb3 inh,sPLA2-III inh
CC(C)N1CCCCC(NC(=O)Cc2ccccc2)C1=O (stereo not drawn),.,-1.0,.,-2.2,0.4,-1.5,-5,.,-1,9,11
COc1ccc(Nc2nc3c(C)cccc3cc2C#N)c(OC)c1,2.2,-1.2,0.0,1.9,0.3,-1.6,-3,1.6,5,0,3
CSc1ccc(OC2CCN(Cc3ccccc3)CC2)cc1,4.0,-1.5,-1.2,1.5,-0.5,-0.7,4,-0.5,0,3,-3
CCOC(=O)/C=c1/s/c(=C/c2ccc3cc(OC)ccc3c2)c(=O)n1CC(=O)NCC1CCCO1 (stereo not drawn),0.5,-1.2,0.6,-3.4,-1.0,-0.5,-4,3.6,4,-38,3
Nc1c(N(CCO)C(=O)/C=C/c2ccco2)c(=O)[nH]c(=O)n1Cc1ccccc1,0.3,-0.8,-0.1,0.9,0.3,-1.4,-3,-1.8,-1,-8,3
COc1ccc(NC(=O)c2cccc(N3C(=O)C4C5C=CC(C6CC56)C4C3=O)c2)c(OC)c1 (stereo not drawn),-0.5,-1.3,-0.4,-2.1,-1.7,-1.6,-1,-2.9,1,-10,-2
O=c1cc(CN2CCN(C/C=C/c3ccccc3)CC2)c2cc(O)c(-c3ccccc3)cc2o1,-4.4,-0.4,3.7,3.5,0.1,-1.9,3,1.2,9,-36,-8
COc1cc(/C=C/c2cc(OC(C)=O)c3ccccc3n2)c(OC(C)=O)c([N+](=O)[O-])c1,-2.8,-1.1,-0.9,0.9,-0.9,-0.8,-3,-1.2,6,1,-4
O=C(O)Cc1ccc2ccc3ccccc3c2c1,1.4,8.5*,.,1.4,0.2,-0.3,-3,-0.5,2,-14,7
Cc1noc(C)c1COc1cccc(C(=O)Nc2ccc3c(c2)OCO3)c1,1.3,-1.7,2.0,1.9,0.7,-1.8,0,-0.2,-2,-7,-4
COc1cc(CCC(=O)OCC(=O)Nc2ccc(C(N)=O)cc2)cc(OC)c1OC,2.1,-1.7,2.1,-0.4,-1.8,-2.3,0,0.0,-3,-6,2
COc1cc(OC)cc(C(=O)n2nc(C)cc2C)c1,-0.4,0.2,1.4,4.1,0.0,-1.3,-3,-1.8,2,1,-5

Additional entries
SMILES,FXN GAA850 act,hcDAF12 agonist,DAX1 inh-2,hgDAF-12 ag,DAX1 inh-1,ssDAF12 agonist,SMARCA2 activ,PG9 Ab binder,Rev-erbA mod,PLCb3 inh,sPLA2-III inh
O=C(CN1CCN(S(=O)(=O)c2ccc(F)cc2)CC1)Nc1ccc2c(c1)OCO2,1.5,1.0,-0.2,1.7,0.5,-1.0,0,-1.5,-1,1,-3
CCCc1cc(=O)oc2cc(OCC(=O)Nc3ccc(S(N)(=O)=O)cc3)ccc12,2.5,0.9,0.3,3.0,0.3,-0.9,2,18*,11,-4,-8
CCOC(=O)c1cc(-c2ccccc2)n(CC(=O)O)c1C,-0.1,-0.4,0.1,0.0,-0.2,-1.6,-1,0.4,-1,1,9
O=C(CN1CCCCC1)Nc1ccc(NC(=O)c2ccc(Cl)cc2)cc1Cl,1.4,-0.2,-1.6,1.4,0.1,-1.1,-4,0.2,1,1,-3
COc1ccc(NC(=O)COC(=O)CNC(=O)C2CCCCC2)cc1OC,-0.3,-1.5,0.6,-0.8,-0.6,-0.8,-2,-1.3,-2,-1,-10
Cc1ccc(S(=O)(=O)N2CCCCC2)cc1NC(=O)COC(=O)c1c(F)cccc1F,1.9,-0.7,0.0,2.4,-0.3,0.1,-4,0.2,3,-1,-4
Cc1ccc(S(=O)(=O)N2CCC(=O)N([C@H](COCc3ccc(C(F)(F)F)cc3)C(C)C)CC2)cc1,.,-2.1,.,-2.7,-1.2,-1.2,-5,-0.8,-11,3,-18
O=C(CCc1nnc(-c2ccc3c(c2)OCO3)o1)NC(c1ccccn1)C(F)(F)F (stereo not drawn),2.9,0.2,0.8,-0.2,0.4,-1.1,3,0.1,-2,-5,3
O=C(NCCc1ccccc1)c1cccc2c(-c3ccc(F)c(F)c3)coc12,1.4,0.4,.,0.5,-0.6,-1.5,-3,1.2,-1,-6,-5
C=C(C)C(=O)Nc1cccnc1Oc1ccc(F)cc1F,0.8,-3.0,-0.3,-2.3,0.3,-1.8,-2,-0.2,-1,-5,15
Cc1ccc(N(C)S(=O)(=O)c2cccc(C(=O)Nc3nc4ccccc4[nH]3)c2)cc1,0.9,-2.6,-0.3,-2.8,-1.2,-2.2,-5,-1.1,1,-27,0
Cc1ccccc1N1CCN(C(=O)c2ccccc2NC(=O)C2CC=CCC2C(=O)O)CC1 (stereo not drawn),1.6,-0.5,-0.1,-1.2,-0.1,-0.6,0,-3.8,-1,-1,9

Further records.
SMILES,FXN GAA850 act,hcDAF12 agonist,DAX1 inh-2,hgDAF-12 ag,DAX1 inh-1,ssDAF12 agonist,SMARCA2 activ,PG9 Ab binder,Rev-erbA mod,PLCb3 inh,sPLA2-III inh
CC(NC(=O)c1ccc(Br)cc1)c1ccccc1 (stereo not drawn),2.0,-0.8,-0.3,-2.2,0.2,-1.4,1,-1.1,0,0,3
COc1ccc(CNC(=O)Cn2nc(C(F)(F)F)c(Br)c2C)cc1,0.4,0.7,1.8,1.7,0.5,-0.8,-1,-1.3,-5,-3,0
CCOc1ccc(Cc2nnc(SCC(=O)c3ccc(OC)cc3)o2)cc1,1.0,4.4,-0.2,-0.2,-1.2,-1.3,-1,-0.7,0,4,-51
Cc1ccc(NC(=O)CN(c2ccc(Cl)cc2)S(=O)(=O)c2cc([N+](=O)[O-])ccc2Cl)c(C)c1,-3.9,-0.4,.,-2.4,-0.2,-0.8,-2,0.1,1,6,-7
COc1ccc(C(=O)NNC(=O)C(=O)NC(C)c2ccccc2)cc1OC (stereo not drawn),0.0,2.0,2.0,-0.1,0.8,-0.6,-1,1.6,-6,3,3
N#Cc1sc(NCc2cccc(Cl)c2)nc1Cl,0.7,2.2,1.1,5.8,0.4,-0.3,3,1.3,-1,-2,-8
c1ccc(-c2nc(SCc3nc4ccccc4[nH]3)c3oc4ccccc4c3n2)cc1,3.5,3.1,0.1,0.9,-0.1,0.3,0,-1.7,46*,-7,-1
Cc1c(C(N)=O)sc2ncn(CC(=O)N3CCC(C)CC3)c(=O)c12,-1.4,-0.5,0.4,-0.9,0.8,-1.0,-1,1.0,-5,-4,0
Cn1c(=O)c2cc(NCc3ccccc3)nnc2n(C)c1=O,0.6,-0.5,-1.4,-1.0,-0.8,0.8,-1,1.2,0,-146,1
CC1CCC(C(C)C)C(OC(=O)Cn2c(-c3ccc(Cl)cc3)[n+](C)c3ccccc32)C1 (stereo not drawn),-5.1,-2.0,-0.2,0.8,-1.8,-1.9,-6,-0.1,-12,-2,-3
Cc1noc(NS(=O)(=O)c2ccc(NC(=O)CCn3c(=O)oc4ccccc43)cc2)c1C,-2.2,1.9,0.0,1.1,0.0,-1.1,-2,1.6,-1,2,5

Exported with two lines to a compound: 3 of the compounds above.
Values run as follows: FXN GAA850 act | hcDAF12 agonist | DAX1 inh-2 | hgDAF-12 ag | DAX1 inh-1 | ssDAF12 agonist | SMARCA2 activ | PG9 Ab binder | Rev-erbA mod | PLCb3 inh | sPLA2-III inh
- CC1CCCC(C)N1C(=O)COC(=O)Cc1c[nH]c2ccccc12 (stereo not drawn)
 : -1.1 | 2.8 | 0.2 | 1.5 | -1.9 | -0.1 | -2 | 1.6 | -2 | -8 | -46
- Cn1ncc([N+](=O)[O-])c1C(=O)NC1CCCCC1
 : 1.2 | 0.6 | -0.9 | -0.9 | -1.4 | -1.2 | -1 | -2.4 | -3 | 2 | -1
- CC(NC(=O)c1ccc(Br)cc1)c1ccccc1 (stereo not drawn)
 : 2.0 | -0.8 | -0.3 | -2.2 | 0.2 | -1.4 | 1 | -1.1 | 0 | 0 | 3
